Screens from PubChem BioAssay.
Pf gametocyte: inhibitors of late stage P. falciparum gametocyte viability; inhibition, % at 10.9 µM; AID 743093; P. falciparum stage V gametocytes, ATP luminescence, 24 h; hit rate 0.065% among 150,000;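 active = inhibition above the mean plus 3 SD of compounds within the control limits, set per campaign, cut at about 38% in these data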;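 also: 0% = DMSO wells and 100% = medium only without gametocytes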
* marks the source's active call; other numbers are inactive results.

no. | canonical_smiles | Pf gametocyte
1 | S=C(Nc1ccc(Oc2ccccc2)cc1)Nc1cccnc1 | 2
2 | Cc1cc(=O)n2[nH]c(Nc3cccc(Cl)c3)nc2n1 | 2
3 | Cc1cc(C)nc(/N=C(\N)Nc2ccc(CC(=O)OC(C)C)cc2)n1 | 8
4 | COc1ccc(/C=N/NC(=O)c2sccc2C)c2ccccc12 | 2
5 | CC(=O)Nc1ccc(C(=O)NNC(=O)c2ccc(Cl)cc2Cl)cc1 | 6
6 | Cc1ccc(C(=O)NC(C(=O)NC2CCCC2)c2ccccc2)cc1 (stereo not drawn) | -3
7 | Cc1nc2ccccc2n1Cc1ccc(Br)cc1 | -15
8 | CCOC(=O)c1c(NC(C)=O)sc2c1C1CCN2CC1 | -6
9 | CCN1C(=S)N[C@@H](c2cccs2)C(C(=O)OC)=C1C | 15
10 | COc1cc(C#Cc2c(-c3ccccc3)n(C)c3ccccc23)cc(OC)c1 | -2
11 | C=CC[C@H](CC(=O)NCCO)C(=O)N[C@@H](COC(=O)[C@H](CC=C)CC(=O)OC(C)(C)C)Cc1c[nH]c2ccccc12 | 14
12 | CCCNC(=O)c1ccc(COc2cccc3ccccc23)o1 | 13
13 | COc1cc(CNCc2ccc3c(c2)OCO3)c([N+](=O)[O-])cc1OC | -1
14 | COC(=O)C1=C(C(=O)OC)[C@@H]2N(C)c3ccccc3[C@@]23C[C@@H](CO)N(C(=O)c2cccs2)C3=N1 | 24
15 | O=S1(=O)CCOC[C@H](CC2CCCCC2)N1Cc1ccccc1Br | -3
16 | CCOc1cc(C(=O)NC2CC(C)(C)NC(C)(C)C2)cc(OCC)c1OCC | -5
17 | CCOC(=O)[C@H]1[C@H]2COc3ccc(C)cc3[C@@H]2N2C(=O)CN(CC3CCCO3)C(=O)[C@@]12C (stereo partly drawn) | 11
18 | COC(=O)CNC(=O)CCC(=O)N1CCN(C(c2ccccc2)c2ccccc2)CC1 | 2
19 | COc1ccccc1-n1c(CCC(=O)O)ccc1-c1ccccc1 | 13
20 | COc1ccc(Cn2c(C)nc3c(c2=O)c2nc4ccccc4nc2n3Cc2ccco2)cc1 | 14
21 | COc1ccccc1NC(=O)c1ccccc1Oc1ccccc1 | -20
22 | CN1CC(c2ccccc2)Oc2ccccc2C1=S (stereo not drawn) | 12
23 | COc1ccccc1/C=C/CN1CCSCC1 | 20
24 | COc1cc(-c2noc(C)c2C(=O)NCCc2c[nH]c3ccccc23)cc(OC)c1OC | 6
25 | CC(=O)Nc1ccc(-c2nc3cc(Cl)ccc3o2)cc1 | 20
26 | CC(CCCC(C)(C)O)NC(=O)c1ccc2oc(CCc3ccccc3)nc2c1 (stereo not drawn) | 13
27 | N#C/C(=C\c1ccc(OCc2ccc(C(=O)O)cc2)cc1)C(=O)NCc1ccccc1 | 4
28 | COc1ccc(C(=NN)c2ccc(OC)cc2)cc1 | -2
29 | Cc1ccnc(SC2CC(=O)N(c3ccc(F)cc3)C2=O)n1 (stereo not drawn) | 17
30 | COC(=O)c1ccc2[nH]c([C@H](C)O)c([C@H](C)O)c2c1 | 21
31 | O=C(Nc1ccc(C(=O)N2CCC(O)(c3ccc(Cl)c(C(F)(F)F)c3)CC2)cc1)c1ccc(Br)o1 | -44
32 | CN1CCN(CC(=O)c2cc(C(C)(C)C)c(O)c(C(C)(C)C)c2)CC1 | -4
33 | CCN(CC)c1nc(N2CCOCC2)nc2ccccc12 | 0
34 | O=C(Nc1cccc(F)c1)[C@@H]1CCCN1 | 6
35 | Cc1ccc(F)c(C2=CC(=O)C[C@H](c3ccc(F)cc3)C2)c1 | 1
36 | CC1CC(C(=O)Nc2ccccc2)C(=O)O1 (stereo not drawn) | 8
37 | Cc1ccc(CNC(=O)c2cccc3c2C(=O)c2ccc(N4CCCCC4)cc2S3(=O)=O)cc1 | -14
38 | COc1cc(Br)c(CNc2cc(C)ccc2C)cc1OC | 10
39 | N#CCCN1CCN(Cc2ccccc2)CCC1=O | -5
40 | COc1ccc(C)cc1Cn1nnc2ccccc21 | -16
41 | COc1ccc(/C=C2\SC(=S)N(CCC(=O)Nc3ccc(O)cc3)C2=O)cc1 | -4
42 | CCOC(=O)C1CCN(C(=O)c2ccccc2CCc2ccccc2)CC1 | 22
43 | CCOc1ccc(C(=O)N2CCN(c3ccccn3)CC2)cc1OCC | -43
44 | COc1ccc(C2C=C(C)Nc3ncnn32)cc1 (stereo not drawn) | 22
45 | CCCN1C(=O)C2(OCCO2)c2cc(Cl)ccc21 | -9
46 | CC(=O)c1cccc(CN2CCC(C(=O)Nc3ccc(-c4cccc(C)c4)cc3)CC2)c1 | -23
47 | CC1(C)CC(=O)C=C(Nc2ccc([N+](=O)[O-])cc2)C1 | -14
48 | Cn1c(=O)cc(SCC(=O)N2CCN(C3CCCCC3)CC2)c2ccccc21 | 3
49 | COCCNC(=O)c1ccc2c(c1)S(=O)(=O)c1cc(Cl)ccc1C2=O | 3
50 | Cc1ccc(C(=O)NC2CC3CCCC(C2)N3Cc2ccccc2)cc1 (stereo not drawn) | -29
51 | CC(=O)Nc1ccc(S(=O)(=O)Nc2nccs2)cc1 | 8
52 | CC(C)(O[C@@H]1O[C@H](CO)[C@@H](O)[C@H](O)[C@H]1O)[C@@H]1CC=C(C(=O)O)CC1 | -3
53 | COc1ccc(C)cc1S(=O)(=O)n1cnc2ccccc21 | 0
54 | C[C@H](CO)N1C[C@H](C)[C@@H](CN(C)S(=O)(=O)c2ccccc2)Oc2c(NC(=O)NC3CCCCC3)cccc2C1=O | -9
55 | COc1cc(C)ccc1OCCCCNCc1ccccc1 | 9
56 | O=C(Nc1ccccc1)c1ccc(F)cc1F | -6
57 | CC(C)C[C@@H](CN1C(=O)C(=O)NC[C@@H]1CC(C)C)NC(=O)Cc1ccccc1 | -30
58 | Fc1ccc(CCN2CCN=C2Nc2ccccc2)cc1 | 12
59 | Cc1ccc(S(=O)(=O)N(C)CC(=O)N2CCCCCC2)cc1 | 4
60 | CC(c1ccccc1)n1cnc2ccccc2c1=O (stereo not drawn) | 6

Following part
no. | canonical_smiles | Pf gametocyte
61 | Cc1ccc(C(=O)NC2CCN(S(=O)(=O)c3ccccc3F)CC2)cc1 | 0
62 | Cc1ccc(NS(=O)(=O)c2ccc(NC(=O)c3ccccc3C(=O)O)cc2)cc1C | 2
63 | COc1ccc(C2=Nn3c(nnc3-c3ccccc3C(F)(F)F)SC2)cc1OC1CCOC1 (stereo not drawn) | 10
64 | O=C(O)c1cccc(NS(=O)(=O)c2ccc(Cl)c(C(=O)Nc3cccc([N+](=O)[O-])c3)c2)c1 | 5
65 | Clc1ccccc1OCCCCN1CCCCC1 | 2
66 | Cc1ccc(S(=O)(=O)NN2C(=O)/C(=C/c3ccc(F)cc3)SC2=S)cc1 | 6
67 | O=C(O)C1Nc2c(Cl)cc(Cl)c(Cl)c2C2C=CCC12 (stereo not drawn) | -15
68 | O=C(O)c1ccc2c(c1)C(=O)N(c1ccc(C(=O)OCC(=O)c3ccccc3)cc1)C2=O | 8
69 | COc1ccc(/C=N/NC(=O)CN2CCCC2)cc1 | 0
70 | COc1ccccc1N1CCN(CC(=O)c2ccc(F)cc2)CC1 | 7
71 | C[C@H]1CN=C(N(C)C)N1CC1CCCCC1 | -4
72 | Cc1ccc(-c2nc(N)nc(N)n2)c(C)c1 | -32
73 | COc1ccc([C@H]2CC(=O)C=C(c3cc4ccccc4s3)C2)cc1OC | -6
74 | CCn1c(CNC(=O)C2CCCCC2)cc2cc(C)ccc21 | 15
75 | O=C(O)c1cccc(-n2sc3ccccc3c2=O)c1 | -3
76 | O=C(NCCN1CCOCC1)C1(C(F)(F)F)C/C(=C\Cc2ccccc2)CCCO1 (stereo not drawn) | -8
77 | O=C(O)c1cccc(NC(=S)NC(=O)c2cncc(Br)c2)c1 | -1
78 | CCCCNc1c(-c2ccc(OC)c(SC(C)CC)c2)nc2cnccn12 (stereo not drawn) | 19
79 | O=C(NC(CC1CCCCC1)C(=O)O)c1ccccc1 (stereo not drawn) | -29
80 | c1ccc(-c2nc3ccccn3c2-c2ccccc2)cc1 | 21
81 | O=C1ON=C(c2ccccc2)/C1=C/c1ccc(O)cc1 | 0
82 | C[C@@H]1CCCCCCCCC(=O)OCCN1C(=O)OC(C)(C)C | -22
83 | CCC1CC(C(=O)Nc2ccccc2)C(=O)O1 (stereo not drawn) | 3
84 | CC(C)Cn1c(CN2CCN(C)C(CCO)C2)nc2ccccc21 (stereo not drawn) | 6
85 | CCCCNC1c2ccccc2C(=O)N1Cc1ccccc1 (stereo not drawn) | -10
86 | O=C1c2ccccc2C(=O)N1CCOc1ccccc1 | -25
87 | COc1ccc(C)cc1NC(=O)CN1C(=O)COc2ccc(C)cc21 | 3
88 | OCC[C@@H]1C[C@@H](O)[C@H](O)[C@]2(CCCO2)O1 | -16
89 | NC(=O)c1ccccc1NC(=O)c1ccc2c(c1)OCO2 | -23
90 | COC(=O)c1ccccc1-n1c(CCC(=O)O)ccc1-c1ccccc1 | -17
91 | COc1ccc(CN2C(=O)C(C)Oc3ccccc32)cc1 (stereo not drawn) | -2
92 | COc1ccccc1CN1[C@@H](CC(C)=O)c2cc(C(F)(F)F)ccc2S1(=O)=O | -4
93 | COc1ccc(C(=O)N2CCN(Cc3ccc(OC)c(OC)c3)CC2)cc1 | 19
94 | O=C(Nc1cc([N+](=O)[O-])ccc1O)c1cccc(NC(=O)c2ccco2)c1 | -15
95 | CCc1nc(Nc2ccccc2)c2nnn(Cc3ccccc3)c2n1 | 13
96 | COc1ccc(C2CC(c3ccccc3)=NN2c2ccc(C(N)=O)cc2)cc1 (stereo not drawn) | 5
97 | COc1ccc(CN2CCN(C(=O)CC(C)C)CC2)cc1Br | -8
98 | CCc1cc(=O)oc2c(C)c(OS(C)(=O)=O)ccc12 | -1
99 | COc1cc(NC(=O)c2ccc(F)cc2)ccc1NC(=O)c1cc2ccccc2o1 | -9
100 | CCOC(=O)C1(Cc2ccc(Cl)cc2)CCN(C2CCC2)CC1 | -25
101 | COCCN1C(=O)N(c2cccc(C)c2)C(=O)C1CC(=O)Nc1ccc(OC)cc1 (stereo not drawn) | -25
102 | CC(C)(C)[C@@H]1C=C(C(N)=O)O[C@H](OCCCCO)C1 | -4
103 | COc1cccc(NC(=O)c2ccccc2F)c1 | 4
104 | Cc1ccc(-c2ccnc3[nH]n(-c4ccccc4)c(=O)c23)cc1 | -21
105 | CC(C)C[C@H]1CN=C(Nc2ccccc2)N1CC1CCC1 | 7
106 | CCOc1ccc(C(=O)CCC(=O)Nc2ccccc2C)cc1 | 3
107 | CSc1ccccc1C(=O)NC1CCCN(Cc2ccccc2F)C1 (stereo not drawn) | -8
108 | CC(C)C1COS(=O)(=O)NC1CC(=O)SC(C)(C)C (stereo not drawn) | 14
109 | Cc1ccc2c(c1)-n1c(nc3cc(F)ccc3c1=O)C(Cc1ccc(O)cc1)NC2=O (stereo not drawn) | 14
110 | Cc1nnc(NS(=O)(=O)c2ccc(F)cc2)s1 | 12
111 | NS(=O)(=O)OCCCCCc1ccccc1 | -2
112 | COc1ccccc1N1CCN(CCCN2C(=O)C3CCCN3C2=O)CC1 (stereo not drawn) | 4
113 | COc1cccc(NC(=O)[C@@H]2CCCN2S(=O)(=O)c2cccc3cccnc23)c1 | -7
114 | Cc1cccc(OCCSc2nc3ccccc3n2CC(=O)O)c1 | 4
115 | CCC[C@@H]1CCCO[C@@](C(=O)NCc2ccccn2)(C(F)(F)F)C1 | 9
116 | C[C@@H]1COC(=O)[C@@H](CC(=O)OC(C)(C)C)C/C=C\C[C@H](CC(=O)NCCO)C(=O)N1 | 0
117 | CCCCNc1c(-c2cccc(SC3CCCCC3)c2)nc2ccc(Cl)cn12 | -9
118 | O=C(c1ccc(C(=O)N2CCCc3ccccc32)nc1)N1CCCc2ccccc21 | -2
119 | C#CCOCCOCCOCCNc1nc(N2CCN(C(=O)C([C@@H](C)CC)n3cc(C(N)CO)nn3)CC2)nc(N2CCN(C(=O)C([C@@H](C)CC)n3cc(C(N)COC(=O)C(F)(F)F)nn3)CC2)n1 (stereo partly drawn) | 1
120 | COc1ccc(N2CCN(C(=S)Nc3ccc(F)cc3)CC2)cc1 | -3

Following part
no. | canonical_smiles | Pf gametocyte
121 | COc1ccc(Nc2ncnc3sc(C)cc23)c(OC)c1 | 0
122 | O=C(Nc1ccccc1)C1COc2ccccc2O1 (stereo not drawn) | 8
123 | Cn1nnnc1Sc1ncnc2scc(-c3cccc(Br)c3)c12 | -24
124 | CC1CCCCN1Cc1c(O)ccc2c(=O)c(-c3ccc(Cl)cc3Cl)coc12 (stereo not drawn) | 11
125 | Cc1nn(CC(=O)Nc2ccc(Cl)cc2Cl)c(=O)c2ccccc12 | -11
126 | CC(C)(C)N1C(=O)[C@H]2[C@@H](c3ccc(Br)cc3)N3C(=O)N(c4cccc(Cl)c4)C(=O)[C@@]3(Cc3ccccc3)[C@H]2C1=O | -5
127 | O=C(N/C(=C\c1ccc(O)cc1)C(=O)N1CCCCC1)c1ccccc1 | -3
128 | CN(CCCC(=O)NCCc1ccccc1)S(=O)(=O)c1ccc([N+](=O)[O-])cc1 | 18
129 | COc1ccccc1N1CCN(/N=C\c2cccnc2)CC1 | 11
130 | Brc1ccc(CN2CC[C@H]3C=CCc4cccc(c43)C2)cc1 | 2
131 | COc1cc(C(=S)N2CCOCC2)ccc1OC(=O)c1ccccc1[N+](=O)[O-] | -4
132 | CC(=O)NC(c1cccs1)c1cc(F)c2cccnc2c1O (stereo not drawn) | -22
133 | COc1cc(-c2noc(C)c2/C=C/c2ccc(C(=O)O)cc2)cc(OC)c1OC | -20
134 | O=C(N[C@@H]1C[C@H]2CC[C@@H]1C2)c1ccco1 | 24
135 | Cc1cccc(C)c1OCCCn1ccnc1 | -2
136 | CC(=O)Nc1nc2c(ccc3ccccc32)s1 | 15

Some of the compounds tested, so the mix of outcomes need not match the whole.
